From PubChem
TRHR enhancer: allosteric enhancers of human TRH receptor. enhancement, % at 2 µM. 0.66% of 360,000 active. TRHR cells, fluo-8 calcium fluorescence, EC20 TRH enhancement; in the data active = enhancement above about 30%; note: 0% is about no effect
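TRHR-expressing cells loaded with fluo-8 calcium dye were read kinetically (ex 480/em 530) during compound addition, then stimulated with an EC20 of TRH (10 nM final). Enhancement of the Gq-mediated intracellular calcium response was scored.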
D1 PAM: potentiators of human D1 dopamine receptor | P21728 | HEK293 TREx D1 cells, calcium flux, dopamine EC20 potentiation | potentiation, % at 10 µM | 0.036% of 360,000 active | AID 504651; in the data active = potentiation above about 30%; note: 0% is about no effect
D2 antagonist: antagonists of human D2 dopamine receptor | P14416 | HEK293 TREx D2 cells, calcium flux, dopamine EC80 | inhibition, % at 10 µM | 2% of 340,000 active; in the data active = inhibition above about 30%; note: 0% is about no effect
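Tetracycline-induced HEK293 T-REx cells expressing D2 force-coupled to calcium signalling were dye-loaded, exposed to compound for 180 s, then challenged with an EC80 of dopamine; calcium flux was followed kinetically for a further 180 s.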
D1 ag: human D1 receptor agonism; activation, % at 2 µM; 1% of 360,000 active; HEK293 T-REx D1 cells, calcium flux, agonist mode; AID 504660; P21728; note: 0% is about no effect
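Tetracycline-induced HEK293 TREx D1 cells, force-coupled to calcium signalling, were dye-loaded with a no-wash calcium kit. Compound was pin-added after a 10 s baseline. Fluorescence was read kinetically at 1 cycle/s for 180 s, with calcium rises flagged as agonism.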
RXFP1 antag: RXFP1 (human) relaxin receptor antagonism | activity change, negative = inhibition, % at 57.5 µM | AID 1259400 | 0.59% of 350,000 active | HEK293-RXFP1, relaxin-stimulated cAMP HTRF, 30 min; stronger effect = lower value;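 active = activity change of -60% or lower, but not beyond a set lower limit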; note: % is set by controls: 0 for no effect and ±100 for the full control effect
Target sequence (Q9HBX9 whole entry, looked up): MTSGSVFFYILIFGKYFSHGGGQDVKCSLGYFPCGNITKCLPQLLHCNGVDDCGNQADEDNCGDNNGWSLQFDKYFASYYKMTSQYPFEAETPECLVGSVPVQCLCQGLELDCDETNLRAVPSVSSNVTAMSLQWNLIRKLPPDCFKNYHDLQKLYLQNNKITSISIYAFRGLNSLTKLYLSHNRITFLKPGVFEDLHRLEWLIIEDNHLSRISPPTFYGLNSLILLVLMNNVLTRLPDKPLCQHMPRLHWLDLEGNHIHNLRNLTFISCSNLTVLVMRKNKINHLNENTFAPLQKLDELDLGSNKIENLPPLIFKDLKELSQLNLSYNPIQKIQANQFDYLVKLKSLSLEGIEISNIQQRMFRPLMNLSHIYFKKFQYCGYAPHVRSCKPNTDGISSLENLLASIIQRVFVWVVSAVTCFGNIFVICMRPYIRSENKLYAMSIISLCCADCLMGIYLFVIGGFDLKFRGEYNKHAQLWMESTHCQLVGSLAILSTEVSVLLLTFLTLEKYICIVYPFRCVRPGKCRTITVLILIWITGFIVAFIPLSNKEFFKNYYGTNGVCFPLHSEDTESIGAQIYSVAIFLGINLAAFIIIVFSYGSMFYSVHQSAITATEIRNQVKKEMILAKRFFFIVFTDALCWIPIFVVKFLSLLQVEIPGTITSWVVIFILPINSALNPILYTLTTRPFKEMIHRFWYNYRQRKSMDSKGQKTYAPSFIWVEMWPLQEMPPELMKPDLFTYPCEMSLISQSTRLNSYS
D2 ag: D2 dopamine receptor (human) agonism | P14416 | HEK293 T-REx D2 cells, calcium flux agonist mode | activation, % at 2 µM | 0.53% of 340,000 active | AID 485358;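 active = activation over 3 SD above normal in the single-dose calcium agonist read, cut at about 30% in these data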; note: 0% is about no effect
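HEK293 Trex D2 cells, tetracycline-induced, o/n 30 C 5% CO2; no-wash Ca dye, RT 30–90 min; 10-cycle baseline, 23 nl cpd added, kinetic Ca read 180 s; agonist hits = positive Ca response.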
D2 PAM: positively modulates the human D2 dopamine receptor allosterically; potentiation, % at 10 µM; 0.34% of 340,000 active; HEK293 T-REx D2, calcium flux, EC20 dopamine potentiation; P14416;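 active = potentiation over 3 SD above the plate norm, cut at about 30% in these data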; note: 0% is about no effect
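Calcium flux readout, no-wash dye, 1 read/s. Inducible HEK293 Trex D2 line, overnight 30 C. Compound alone 180 s (agonist flags), then EC20 dopamine, another 180 s to score potentiation.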
D1 antagonist: blocks dopamine activation of the human D1 receptor; P21728; HEK293 TREx D1 cells, calcium flux, dopamine EC80; stronger effect = lower value; activity change, negative = inhibition, % at 10 µM; 3.2% of 360,000 active; in the data active = activity change below about -30%; note: % is set by controls: 0 for no effect and ±100 for the full control effect
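Allosteric or orthosteric antagonism assessed as attenuation of the calcium response to EC80 dopamine, added 180 s after compound, in induced HEK293 Trex D1 cells loaded with no-wash calcium dye.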
TRHR agonist: TRH receptor (human) agonism. P34981. TRHR cells, calcium flux fluo-8, FDSS agonist mode. activation, % at 2 µM. 0.18% of 360,000 active. AID 493084; note: 0% is about no effect
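Fluo-8-loaded TRHR cells; 10 s baseline, compound added, kinetic Ca2+ fluorescence read 1/s, agonist mode.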
Numbers without * were called inactive; · = not tested or not shown. Cut-off read from the data, not from the text of the source, unless noted: active = activation above about 30%; inactive = the rest. Rows were taken by chance; any-hit rate near 7.3%.

SMILES	TRHR enhancer	D1 PAM	D2 antagonist	D1 ag	RXFP1 antag	D2 ag	D2 PAM	D1 antagonist	TRHR agonist
CC1(OC(=O)C2CCCC2)C(=O)C=C2C=C(c3ccsc3)OC=C2C1=O (configuration not stated)	2	5	5	4	·	0.4	0	5	1.5
Fc1cccc(Cl)c1CNc1n[nH]c(-c2ccco2)n1	-2	2	·	-2	-17	0.9	-8	-9	-1.3
COc1cc(C=C2C(=O)c3ccccc3C2=O)ccc1O	0	-8	-3	1	-5	0.7	1	7	4.2
COc1cccc(CNC(=O)c2ccc3nc(CCc4ccccc4)oc3c2)c1OC	0	-2	·	48*	·	-0.9	-5	-32*	0.1
Cc1nnc(SCc2ccccc2)n(N)c1=O	3	2	6	-2	-1	0.6	9	-6	-0.5
CCNC(=O)NC(=O)C(C)Sc1nnc(COc2ccccc2Cl)o1 (configuration not stated)	4	0	-14	2	-13	0.1	-6	2	-0.3
CC(C)(C)n1cnc2cc(NC(=O)c3ccccc3)ccc21	12	2	5	3	-16	0.0	18	-3	0.8
CCCCN1C2=NCCCN2c2cc(C)c(C)cc21	-3	-4	·	0	-26	·	·	16	-0.3
CCN(CC)CCN1C(=O)C(=O)/C(=C(/O)c2ccncc2)C1c1ccccc1 (configuration not stated)	5	-1	·	0	0	·	·	7	0.6
CCC(C(=O)Nc1ccc(C(C)=O)cc1)n1c(C)c2cnn(-c3ccccc3)c(=O)c2c1C (configuration not stated)	-3	-2	·	51*	·	1.7	-4	-4	5.6
CC(OC(=O)c1ccc2c(c1)OCCO2)C(=O)c1ccccc1 (configuration not stated)	-1	-2	9	7	-38	-0.6	4	-3	-0.7
CS(=O)(=O)N(CC(=O)NCCSCc1cccc(Cl)c1)c1ccc2c(c1)OCO2	-8	-1	-4	3	3	-0.1	-8	-8	-0.5
CCCS(=O)(=O)N1CCN(C2CCC(C)CC2)CC1 (configuration not stated)	-12	-5	17	2	6	0.6	4	8	0.3
Cc1cc2n(n1)C(c1sccc1C)Nc1ccccc1-2 (configuration not stated)	6	15	6	2	-4	-0.1	4	-2	-0.2
COc1ccc(S(=O)(=O)N(CCc2ccccc2)CC(=O)NC(C)C)cc1	2	-1	19	1	-1	-0.4	-7	-3	0.0
CCOC(=O)CNC(=O)CSc1nc2cccnc2n1C	4	-4	-7	1	2	-0.3	3	-6	0.2
Cn1c(-c2ccsc2)c(-c2cccs2)c2cc(-c3ccc4[nH]ccc4c3)ccc21	0	6	11	-2	·	0.5	-2	·	0.2
Oc1[nH]c(N=C2N=c3ccccc3=N2)c2ccccc12	12	-1	-28	1	4	0.5	11	2	-0.3
C/C(=N/NC(=O)c1ccc(Cl)s1)c1cccnc1	22	-11	4	7	-3	1.3	-4	-48*	1.7
COc1cc(Nc2ncc3c(n2)CCN(Cc2ccc(OC(C)C)c(OC)c2)C3)cc(OC)c1	-5	1	·	0	-8	0.1	1	3	-1.2

Some of the entries above in a different format:
smiles,TRHR enhancer,D1 PAM,D2 antagonist,D1 ag,RXFP1 antag,D2 ag,D2 PAM,D1 antagonist,TRHR agonist
CS(=O)(=O)N(CC(=O)NCCSCc1cccc(Cl)c1)c1ccc2c(c1)OCO2,-8,-1,-4,3,3,-0.1,-8,-8,-0.5
CCCS(=O)(=O)N1CCN(C2CCC(C)CC2)CC1 (configuration not stated),-12,-5,17,2,6,0.6,4,8,0.3
Cc1cc2n(n1)C(c1sccc1C)Nc1ccccc1-2 (configuration not stated),6,15,6,2,-4,-0.1,4,-2,-0.2
COc1ccc(S(=O)(=O)N(CCc2ccccc2)CC(=O)NC(C)C)cc1,2,-1,19,1,-1,-0.4,-7,-3,0.0
CCOC(=O)CNC(=O)CSc1nc2cccnc2n1C,4,-4,-7,1,2,-0.3,3,-6,0.2
Cn1c(-c2ccsc2)c(-c2cccs2)c2cc(-c3ccc4[nH]ccc4c3)ccc21,0,6,11,-2,·,0.5,-2,·,0.2

Next part:
SMILES	TRHR enhancer	D1 PAM	D2 antagonist	D1 ag	RXFP1 antag	D2 ag	D2 PAM	D1 antagonist	TRHR agonist
Cc1cc(=O)cc(C)n1-c1ccc2c(c1)nc(C)n2-c1ccccc1	7	-1	-1	0	-21	-0.9	3	-1	0.1
CCOc1ccc(S(=O)(=O)NCCC(=O)OCC(=O)c2ccc(NC(C)=O)cc2)cc1	3	-5	-14	3	-15	0.1	6	8	0.5
COc1cc(/C=N/NC(=O)CCN2CCN(C)CC2)cc2c1OCO2	-2	-11	-4	0	-4	9.1	-4	12	-1.5
COCCn1nc2cc(C(=O)NCC34CC5CC(CC(C5)C3)C4)ccc2c1OC	0	6	-2	0	·	0.1	-5	-32*	-0.5
O=C(CN1CCN(c2ccccc2F)CC1)N1CCc2ccccc21	-2	-2	-7	2	13	0.0	-37	5	-0.2
COCCCNC(=O)CNC(=S)N(Cc1ccccc1)Cc1cccnc1	-4	-1	4	8	-3	0.6	0	-2	0.5
CCN(CC)C(=O)Cn1c(=O)nc(-c2ccccc2F)c2cc(Cl)ccc21	-7	0	·	-1	14	0.2	0	-10	-0.3
COC(=O)c1ccc(Sc2nnnn2-c2ccccc2)c([N+](=O)[O-])c1	1	0	3	2	4	-1.5	-2	-12	1.7
CCCCCC(/C=N/Nc1ccc(S(=O)(=O)N2CCOCC2)cc1[N+](=O)[O-])=C\c1ccccc1	-4	-4	-6	0	-8	0.5	14	-2	-0.4
CC1(NC(=S)N(CCO)CCO)CCS(=O)(=O)C1 (configuration not stated)	1	-6	5	5	-3	2.7	-1	12	2.3
COc1ccccc1C(=O)Nc1c(C)n(C)n(-c2ccccc2)c1=O	1	5	0	-1	2	-0.9	-1	0	-0.5
CCCCCCn1cc(C(=O)O)c(=O)c2cc(F)c(N3CCN(C)CC3)cc21	5	2	8	3	1	1.3	-4	28	0.4
COc1cccc(CN2CCN(Cc3ccc(O)cc3)CC2CCO)c1 (configuration not stated)	-3	2	-1	4	1	1.2	-5	-6	0.3
Cc1sc2ccccc2[n+]1CC(=O)O	-5	0	-2	4	-12	-0.1	8	-10	0.1
CNc1ccc(S(=O)(=O)NCC(=O)OCC(=O)Nc2cccc(Cl)c2Cl)cc1[N+](=O)[O-]	4	4	4	0	3	0.1	11	7	0.0
CN1CCN(c2nc3c(c(=O)[nH]c(=O)n3C)n2Cc2ccc([N+](=O)[O-])cc2)CC1	0	0	-3	8	-1	0.4	5	8	-0.4
COc1cc2c(cc1OC)C(COc1ccccc1OC)N(C(=O)c1ccco1)CC2 (configuration not stated)	1	-4	16	4	-29	0.5	15	-22	-1.4
O=C(CSc1nnc(-c2ccccc2)n1-c1ccccc1)N1c2ccccc2Sc2ccccc21	3	10	-4	3	-7	-0.2	24	0	-0.2
O=C(Cc1ccc([N+](=O)[O-])cc1)Nc1ccon1	7	6	-13	6	-4	1.4	-7	10	-0.7
COc1ccccc1N1CCN(C(=O)CSc2nnc3c4ccccc4n(CC(=O)O)c3n2)CC1	1	-6	0	1	·	-0.3	0	-1	0.3
O=C(CNc1ccc(Br)cc1)c1ccccc1	3	-1	-11	3	22	-0.2	9	-10	0.6
C=CCNC(=O)/C(C#N)=C/c1ccccc1OCc1ccc(C(=O)OC)cc1	-10	-3	26	11	-11	1.0	5	-6	1.1
O=C(CSc1nccc(-c2cccs2)n1)Nc1ccccc1	1	-5	·	4	-4	·	·	-8	-0.1
COCCCn1c(=O)c2ccccc2c2ccccc2c1=O	-2	-3	-6	2	-7	-0.1	1	1	0.0
Cc1c(C(=O)N2CCCC2)oc2c1-c1nn(CC(=O)NCCCN3CCCCC3C)cc1CC2 (configuration not stated)	28	-1	0	3	10	0.2	-10	-8	0.6
COc1cccc(NC(=O)N2CCCC2C(=O)Nc2ccc3c(c2)OCCO3)c1 (configuration not stated)	-4	0	7	-1	-3	1.4	-7	-8	-0.1
CC12CCC(=O)N1C(C(=O)NCc1ccccc1Cl)CS2 (configuration not stated)	1	-2	-5	0	-3	2.6	1	-27	0.3
COc1cc(NC(=O)Cn2c(-c3ccccc3)cc(C(C)=O)c2C)cc(OC)c1	-2	-2	·	4	-26	-0.1	7	-16	0.2
COc1ccccc1CN(Cc1nc2ccccc2c(=O)[nH]1)C(=O)Nc1ccccc1	1	-9	19	-1	-3	0.3	-1	-10	-0.3
COc1c(S(=O)(=O)Nc2cccnc2)ccc(Cl)c1Cl	10	-8	8	3	6	-0.3	17	-18	-0.8
CCN(Cc1ccccc1)C(=O)C1CCC(CNS(=O)(=O)c2ccc3c(c2)CCCC(=O)N3)CC1 (configuration not stated)	-6	-6	·	4	·	-0.8	11	-11	0.2
COc1ccc(-c2nc3scc(CCNC(=O)c4cc(OC)cc(OC)c4)n3n2)cc1	8	2	·	0	-1	-2.3	4	0	-0.6
COc1ccc(C(C(=O)NCc2ccccc2)N(Cc2ccc3c(c2)OCO3)C(=O)c2cnccn2)cc1 (configuration not stated)	0	-7	·	1	-12	·	·	-4	-0.9
CCCc1ccc(-c2c(C)sc(NC(=O)c3ccnn3C)c2C#N)cc1	-2	2	-15	7	-12	-1.0	1	2	0.1
Cc1cc(C)cc(NC(=O)N2CCC(c3nc4ccccc4o3)CC2)c1	0	-3	-8	1	4	-0.4	-13	3	-1.7
O=C(C1=C(O)C(=O)N(CCN2CCOCC2)C1c1ccc(Br)cc1)c1cc2ccccc2o1 (configuration not stated)	-3	-1	-1	2	6	-0.9	-1	-10	0.2
CCC(C)(C)NC(=O)C(c1ccco1)N(C(=O)c1csnn1)c1cccc(F)c1 (configuration not stated)	5	-2	12	0	28	3.7	-4	2	-0.9
COc1cc2nc(SCC(=O)Nc3ccccc3F)n3nc(-c4ccccc4)nc3c2cc1OC	15	6	·	1	·	0.2	13	-7	-1.3
O=C(NCc1cccnc1)NC1(c2ccccc2)CC1	3	-2	-12	5	·	0.7	7	-5	1.0
COc1ccc(-c2oc(=O)c3cc(OC)c(OC)cc3c2/C=C/c2ccc(F)cc2)cc1	16	0	7	2	·	0.4	4	·	0.1

For reference, some entries already given.
SMILES	TRHR enhancer	D1 PAM	D2 antagonist	D1 ag	RXFP1 antag	D2 ag	D2 PAM	D1 antagonist	TRHR agonist
O=C(CNc1ccc(Br)cc1)c1ccccc1	3	-1	-11	3	22	-0.2	9	-10	0.6
C=CCNC(=O)/C(C#N)=C/c1ccccc1OCc1ccc(C(=O)OC)cc1	-10	-3	26	11	-11	1.0	5	-6	1.1

The listing continues:
SMILES	TRHR enhancer	D1 PAM	D2 antagonist	D1 ag	RXFP1 antag	D2 ag	D2 PAM	D1 antagonist	TRHR agonist
O=[N+]([O-])c1ccc(CN2CCOCCOCCN(Cc3ccc([N+](=O)[O-])cc3)CCOCC2)cc1	-8	-9	1	6	3	-1.0	-4	-15	-0.5
O=C(Oc1ccc(-c2nnco2)cc1)C1CCN(C(=O)c2ccc(F)cc2)CC1	0	3	3	6	-5	-0.7	-4	-2	-0.1
COc1cc(/C=C(\C#N)c2nc3ccccc3[nH]2)ccc1OC(=O)c1ccco1	0	5	19	2	-14	1.0	8	12	1.3
COc1cc(/C=N/OCC(=O)Nc2cc(C)on2)ccc1OCc1ccccc1	1	3	5	25	-3	0.8	1	-16	0.2
CC1CCCN(C(=O)c2cc3ccc4cccnc4c3[nH]2)C1 (configuration not stated)	-9	-4	·	1	8	·	5	-4	-0.5
CNC(=S)Nc1cc(C(=O)N2CCCC2)ccc1N1CCCC1	1	-4	12	-1	6	4.3	-9	·	-0.3
C=CCSc1nnc(NC(=O)CN2C(=O)NC3(CCCC3)C2=O)s1	-1	4	12	5	-4	-1.2	6	10	0.2
